PKA-R1A activ = activators of PKA-R1A complex. P00514+P68181. 340,000 compounds, 0.083% hits. PKA-R1A dissociation, Cy5-IP20 fluorescence polarization; scaled: DMSO 0%, 113 µM cGMP 100%. activation, % at 11.4 µM;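 active means percent activation above the mean of all tested compounds plus 3 SD, cut at about 19% in these data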;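 further: higher means more PKAc released from R1A so a rise in polarization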
phage Ecoli inh = E. coli growth loss with phage present; inhibition, % at 11.9 µM; growth absorbance; 360,000 compounds, 0.26% hits; in the data active means inhibition above about 11%
PfHsp90 yeast 2 = growth inhibition of yeast expressing Plasmodium Hsp90 | S. cerevisiae expressing PfHsp90, BacTiter-Glo ATP, 48 h; yeast lacking PDR1 and PDR3 efflux regulators | inhibition, % at 9.4 µM | 310,000 compounds, 0.32% hits | AID 504621;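 active means every replicate shows inhibition above about 80%, whatever the replicate mean, limit read from the data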;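 further: 0% = DMSO neutral controls and 100% = 20 µM radicicol positive controls; yeast relying on Plasmodium falciparum Hsp90 in place of its own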
DSG3 Ab inh = blocks pemphigus antibody binding to human desmoglein-3. AID 588358. 310,000 compounds, 0.48% hits. binding (percent of control), % at 10 µM. DSG3-coupled beads, scFv-anti-DSG3-GFP binding, flow cytometry; hits give low values;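 active means binding more than 3 SD below its plate's average and above zero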;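 further: hits lower antibody fragment binding to DSG3; some compounds called inactive have numbers as strong as hits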
Target sequence (P32926 whole entry, looked up, the tested form may be a part): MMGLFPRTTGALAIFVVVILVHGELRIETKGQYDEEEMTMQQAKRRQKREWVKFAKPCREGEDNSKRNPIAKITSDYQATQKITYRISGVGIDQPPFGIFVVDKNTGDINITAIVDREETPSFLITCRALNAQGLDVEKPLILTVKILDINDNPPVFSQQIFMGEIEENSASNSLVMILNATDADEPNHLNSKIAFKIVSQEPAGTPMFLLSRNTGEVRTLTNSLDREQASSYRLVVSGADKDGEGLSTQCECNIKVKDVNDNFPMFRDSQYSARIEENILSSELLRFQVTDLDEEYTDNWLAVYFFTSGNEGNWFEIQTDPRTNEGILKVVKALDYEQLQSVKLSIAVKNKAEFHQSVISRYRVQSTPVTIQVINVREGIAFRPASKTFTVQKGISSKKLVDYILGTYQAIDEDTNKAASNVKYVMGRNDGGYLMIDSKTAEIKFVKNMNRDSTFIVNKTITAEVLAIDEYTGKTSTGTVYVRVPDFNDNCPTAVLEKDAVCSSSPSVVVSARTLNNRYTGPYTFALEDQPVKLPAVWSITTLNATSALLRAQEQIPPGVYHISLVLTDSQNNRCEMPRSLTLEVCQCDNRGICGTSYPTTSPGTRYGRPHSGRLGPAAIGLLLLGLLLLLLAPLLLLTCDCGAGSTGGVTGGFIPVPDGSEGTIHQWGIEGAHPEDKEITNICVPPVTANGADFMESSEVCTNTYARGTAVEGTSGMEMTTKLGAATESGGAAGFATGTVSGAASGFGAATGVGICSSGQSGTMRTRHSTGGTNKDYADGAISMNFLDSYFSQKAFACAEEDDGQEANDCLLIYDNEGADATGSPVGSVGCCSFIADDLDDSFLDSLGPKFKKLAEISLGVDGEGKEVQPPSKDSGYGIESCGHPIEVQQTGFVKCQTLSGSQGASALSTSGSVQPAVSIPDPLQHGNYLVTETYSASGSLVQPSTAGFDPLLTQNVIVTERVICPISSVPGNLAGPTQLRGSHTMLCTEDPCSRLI
AddAB inh = less growth of phage-infected E. coli with AddAB | inhibition, % at 11.9 µM | E. coli expressing H. pylori AddAB, absorbance growth | 330,000 compounds, 0.29% hits; in the data active means inhibition above about 12%;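 further: 0% = vehicle wells of infected cells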
HTR5A inv ag = counter-screen for OPRM1-OPRD1 inverse agonists: human HTR5A inverse agonism | HTR5A cell line, luminescence | 340,000 compounds, 0.083% hits | P47898 | AID 504634 | inhibition, % at 9.3 µM; in the data active means inhibition mostly above about 23%, no sharp cut-off; inactive means mostly below about 18%;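 further: 0% = cells with DMSO and 100% = no-cell wells with DMSO; some compounds called inactive have numbers as strong as hits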
E coli growth = counter-screen for AddAB inhibitors: E. coli growth inhibition. AID 449728. 330,000 compounds, 0.27% hits. inhibition, % at 11.9 µM. E. coli V3065 growth, OD600 absorbance, 18 h;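 active means inhibition above the campaign's mean inhibition across all tested compounds plus 3 SD, cut at about 9.9% in these data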;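 further: uninfected addAB+ strain grown without phage in ampicillin broth; 0% = DMSO wells and 100% = ciprofloxacin 0.95 µg/ml wells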
MOR-DOR ag = agonists of human mu-delta opioid receptor heterodimerization; cells, OPRM1-OPRD1 heterodimerization, luminescence; activation, % at 9.3 µM; 340,000 compounds, 0.3% hits; in the data active means activation above about 18%;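 further: 0% = vehicle-treated cells and 100% = reference agonist; values of inactives mirror those of a sister screen read the other way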
HTR5A ag = counter-screen for OPRM1-OPRD1 agonists: human HTR5A agonism; AID 504692; activation, % at 9.3 µM; P47898; 340,000 compounds, 0.61% hits; HTR5A agonist assay, luminescence, cell-based; in the data active means activation mostly above about 9.5%, no sharp cut-off; inactive means mostly below about 7.6%;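 further: 0% = cells with vehicle only and 100% = reference agonist; strong numbers were not always called active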
MOR-DOR inv ag = inverse agonist of human OPRM1-OPRD1 heterodimerization. P35372+P41143. cell-based MOR-DOR heterodimer luminescence, inverse agonism. inhibition, % at 9.3 µM. 340,000 compounds, 0.21% hits; in the data active means inhibition above about 22%, passing the limit was not always enough;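 further: 0% = cells with DMSO and 100% = wells without cells with DMSO; values of inactives mirror those of a sister screen read the other way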
SUMO Mot1 rescue = inhibitors of SUMOylation pathway: yeast Mot1-301 growth rescue; S. cerevisiae Mot1-301 growth rescue, ATP luminescence, 38.5C; percent above DMSO median, 100 means doubled; growth rescue, % at 18.8 µM; 320,000 compounds, 1% hits; AID 2716;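 active means every valid replicate shows activation above 250% relative to neutral control wells; inactive means the rest, any valid replicate at or below 250%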;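 further: OY570 slx delta 5 strain wells were the positive control but not used for scaling; some compounds called inactive have numbers as strong as hits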
* marks the source's active call; other numbers are inactive results; · = no result given.

SMILES | PKA-R1A activ | phage Ecoli inh | PfHsp90 yeast 2 | DSG3 Ab inh | AddAB inh | HTR5A inv ag | E coli growth | MOR-DOR ag | HTR5A ag | MOR-DOR inv ag | SUMO Mot1 rescue
CCC(=O)N1CCN(c2ccc(NC(=S)NC(=O)c3cc4ccccc4o3)cc2)CC1 | 6 | -2.9 | 28 | 94 | · | 2 | · | -3.1 | -1 | 16 | 15
Cc1cccc2cc(CN(CC3CCCO3)C(=O)c3cccnc3)c3nnnn3c12 (stereo not given) | 5 | 2.5 | -9 | 100 | -2.2 | -8 | -3.5 | -2.3 | -1 | 12 | -1
Cc1cc(=O)[nH]c2nnc(SCC(=O)N3CC(C)OC(C)C3)n12 (stereo not given) | 0 | 4.0 | 41 | 100 | -0.3 | -8 | -1.6 | -4.7 | 3 | 23 | -6
COc1ccc(C(=O)NC(=S)Nc2ccccc2[N+](=O)[O-])cc1OC | -7 | 3.5 | 11 | 74 | 1.7 | -10 | -1.3 | -3.0 | 4 | 15 | 6
Cc1ccc(NS(=O)(=O)c2ccc(C(=O)OCC(=O)NCC3CCCO3)cc2)cc1 (stereo not given) | -6 | 5.0 | 13 | 94 | 0.2 | 6 | -0.2 | -4.4 | 5 | 21 | -2
COc1cccc(NC(=O)COc2ccccc2)c1 | -1 | 3.0 | -10 | 97 | -1.2 | -4 | 2.5 | -1.1 | 1 | 5 | -5
COc1ccc(NCc2nc3ccccc3n2CCOc2ccc(C)cc2)cc1 | -5 | 3.8 | 5 | 98 | 2.4 | -9 | -0.9 | 5.1 | 4 | -35 | 192
CCCc1nnc(NC(=O)c2c(O)c3c([nH]c2=O)CCCC3)s1 | -1 | 3.6 | -6 | 94 | 1.6 | -43 | 0.5 | -2.4 | 16* | 10 | -6
O=C(Cn1[nH]c(=O)c2ccccc2c1=O)NCCN1C(=O)S/C(=C\c2ccccc2)C1=O | -1 | 3.4 | 16 | · | -0.5 | -10 | -1.1 | -4.2 | -1 | 16 | 12
CCOc1ccc(N2C(=O)S/C(=C\c3cc(OC)c(OC)c(OC)c3)C2=O)cc1 | · | 0.7 | 1 | 102 | 0.1 | · | -0.6 | · | · | · | -13
CCOCCCn1c(=S)[nH]c2cc(C(=O)NCCOC)ccc2c1=O | 6 | 3.6 | 2 | 105 | 4.2 | 6 | -0.4 | -3.3 | 3 | 17 | -4
Cc1cccc(NC(=O)Nc2cnccn2)c1 | -13 | 4.1 | -5 | 100 | 1.8 | -15 | 1.0 | -0.8 | 3 | 5 | -23
COc1cc2c(cc1OC)C(CC#N)=NC(C)(C)C2 | 2 | · | 3 | 108 | 0.3 | -7 | -0.2 | -1.6 | -1 | 9 | -4
O=C(Cc1ccccc1)c1ccc(Cl)cc1 | -1 | -1.3 | 4 | 105 | 2.7 | -9 | 2.3 | 3.6 | 0 | -19 | 424
Cc1onc(-c2c(F)cccc2Cl)c1C(=O)NC(C)c1ccccc1 (stereo not given) | 0 | -1.2 | 20 | 118 | 3.6 | -3 | 1.8 | 2.6 | 1 | -21 | 93
CCN=C1S/C(=C\c2sccc2C)C(=O)N1CC | -4 | 5.5 | -11 | 97 | -1.2 | 0 | 0.5 | 7.2 | 0 | -35 | 22
O=C(C1=C(O)C(=O)N(CCOCCO)C1c1cccc([N+](=O)[O-])c1)c1cccs1 (stereo not given) | -4 | 0.5 | -3 | 116 | 0.2 | 23 | -0.4 | -2.1 | -2 | 11 | 254
Cc1ccc(N(CC(=O)N2CCOCC2)S(=O)(=O)c2ccccc2)cc1 | -5 | 0.6 | 19 | 102 | 0.3 | -15 | -1.5 | -1.9 | 2 | 10 | -15
O=C(O)c1ccc(Cl)c(S(=O)(=O)N2CCC(Cc3ccccc3)CC2)c1 | 1 | 2.8 | 20 | 120 | 1.9 | -9 | 0.1 | -0.6 | 3 | 5 | -17
Cc1cc(C)n(CC(=O)Nc2cccc(C(F)(F)F)c2)n1 | 5 | 3.9 | 0 | 107 | 1.4 | -19 | 1.7 | 0.4 | 1 | -2 | 18
CCCc1ccc(C(=O)O/N=C(\N)c2ccccn2)cc1 | 2 | 0.0 | 7 | 111 | 1.5 | -31 | 0.4 | 2.9 | 11 | -15 | -8
Cc1ccc(N2CCN(C(=O)N3CCCC3)CC2)cc1Cl | -14 | 0.6 | · | 95 | 0.8 | -46 | 0.8 | -0.7 | -2 | 4 | -15
Oc1ccccc1-c1cc(C(F)(F)C(F)F)nc(-c2ccccc2)n1 | -3 | 1.6 | 19 | 101 | 0.7 | -37 | -0.7 | 3.5 | 1 | -18 | 24
C/C=C/C=[N+](\[O-])C(C)/C(=N/O)c1ccc(F)cc1 (stereo not given) | 8 | 0.2 | · | 108 | 3.1 | -40 | 2.0 | -1.6 | 17* | 8 | 0
Cc1ccc(C2CC(c3cccs3)n3nc(N)nc3N2)cc1 (stereo not given) | 1 | 1.2 | · | 87 | 2.0 | -1 | 1.7 | -3.2 | 0 | 16 | -12
SMILES | PKA-R1A activ | phage Ecoli inh | PfHsp90 yeast 2 | DSG3 Ab inh | AddAB inh | HTR5A inv ag | E coli growth | MOR-DOR ag | HTR5A ag | MOR-DOR inv ag | SUMO Mot1 rescue
COc1ccc(C(=O)c2ccc(OC)cc2OC)cc1 | -1 | -1.1 | -6 | 117 | 5.1 | 10 | 1.9 | -4.0 | -1 | 21 | 26
O=C(COC(=O)c1cccnc1Cl)Nc1ccc(N2CCCCC2)cc1 | -3 | -0.9 | 9 | 99 | 1.8 | -9 | -0.5 | -0.7 | 3 | 4 | -3
CC(C(=O)N1CCOCC1)N1C(=O)c2cccc3cccc(c23)C1=O (stereo not given) | 13 | 1.6 | -23 | 105 | 1.6 | -4 | 0.1 | -0.8 | 2 | 6 | -2
COc1cc(C2(c3ccc(O)c(OC)c3)C(=O)Nc3c(Br)cc(Br)cc32)ccc1O | -6 | 1.1 | 7 | 98 | 0.4 | 19 | 1.3 | -1.4 | 1 | 7 | 251
O=C(Cc1ccccc1)NCC(=O)N/N=C/c1cccs1 | -7 | -2.3 | 12 | 106 | 5.6 | -14 | 1.4 | -0.9 | 5 | 6 | -17
CC(=O)Nc1ccc(-c2ccc(NC(C)=O)c(O)c2)cc1O | -1 | 0.6 | -7 | 94 | 1.0 | -8 | 0.4 | -1.7 | 3 | 8 | 50
CN1CCSc2ccc(C(=O)NCc3ccccc3)cc21 | -23 | 3.6 | -1 | 104 | 0.0 | -23 | -0.8 | -2.3 | 1 | 12 | -9
Cc1cc(C)n2nc(C(=O)Nc3ccc4c(c3)OCO4)cc2n1 | -2 | 3.2 | 2 | 91 | -0.1 | -28 | -1.7 | -2.1 | -2 | 11 | -14
COc1ccc(C(=O)C2CCCN(C(=O)Cc3c(C)noc3C)C2)cc1OC (stereo not given) | 4 | 3.7 | 15 | 96 | 4.6 | -2 | 0.2 | -2.2 | 1 | 11 | -2
COc1ccc(S(=O)(=O)Nc2cccc(-c3ccc(N4CCCCCC4)nn3)c2)c(OC)c1 | -4 | 3.2 | 10 | 88 | 1.4 | -20 | -0.2 | 0.5 | 5 | -2 | 10
O=C(Nc1ccccc1)c1cccc(C(=O)Nc2ccccc2)n1 | -2 | 1.5 | -2 | 105 | 1.5 | -28 | -0.2 | -0.4 | 1 | 2 | -24
C[N+]1(CC2COC3(CCCCC3)O2)CCCC1 (stereo not given) | -8 | 2.7 | -1 | 137 | 2.3 | -22 | -0.9 | -3.3 | 3 | 18 | -4
O=C(CC1C(=O)NCCN1Cc1cccc(Oc2ccccc2)c1)NCCn1cccn1 (stereo not given) | 6 | 2.5 | -11 | 102 | -0.8 | 1 | -2.1 | 0.9 | 2 | -6 | -13
COc1ccccc1NC(=S)NCc1ccccc1Cl | 0 | 4.0 | 16 | 96 | 1.4 | -8 | 2.8 | -2.0 | 2 | 10 | 28
O=c1cc2c(n[nH]1)-c1ccccc1CC2 | 2 | 1.6 | -9 | 84 | -2.1 | -14 | -2.0 | -3.7 | 4 | 16 | 70
N#CC(c1ccccc1)c1ccc(=O)[nH]n1 (stereo not given) | -8 | 3.6 | 24 | 93 | 2.5 | 3 | 0.9 | 1.0 | -1 | -7 | -8
CCOC(=O)c1cnn(-c2ccccc2)c1NC(=O)CN1CCCCC1 | -9 | 0.1 | 15 | · | 0.7 | -4 | 1.5 | -2.9 | -3 | 14 | -10
O=C(/C=C/c1c(F)cccc1Cl)Nc1ccncc1 | -6 | 5.7 | 37 | 105 | 4.2 | -12 | -1.1 | -0.9 | 5 | 5 | 24
Cc1nn(Cc2ccc(Cl)c(Cl)c2)c(C)c1NC(=O)c1cc(C2CC2)on1 | 2 | 2.5 | -24 | 98 | 1.1 | 17 | -0.5 | 0.4 | -6 | -2 | 53
COc1ccc(OCCn2c(=O)sc3ccccc32)cc1 | 0 | 6.6 | -10 | 98 | 7.9 | 8 | 5.4 | -0.6 | -3 | 3 | 35
Cc1cccc(N2CCN(CCCNC(=O)c3ccc(NC(=O)C4=CSCCO4)cc3)CC2C)c1 (stereo not given) | -3 | 4.1 | 0 | 106 | 4.6 | -17 | 0.1 | 0.8 | 4 | -4 | 445*
Cc1cccc(NC(=O)c2nc[nH]c2C(=O)N[C@@H](CC(C)C)C(=O)OC(C)(C)C)c1 | 12 | 1.9 | -10 | 97 | 0.6 | 3 | -0.3 | 1.2 | 3 | -5 | -7
COc1ccccc1OCc1ccc(C(=O)Nc2cc(OC)c(OC)c(OC)c2)o1 | -3 | 1.5 | 2 | 117 | · | -1 | · | -1.6 | 0 | 8 | 98

Screening data from PubChem BioAssay.
